Assay outcomes: PubChem BioAssay, several laboratories
sdo1 growth: growth rescue of sdo1-depleted yeast, primary screen, S. cerevisiae, bone marrow failure model; S. cerevisiae sdo1-depleted JHY4D growth rescue, OD600 30 h; active compounds read high; pdr5 snq2 efflux-pump mutant strain; hit rate 0.21% among 140,000; AID 817, 2007; z-score at 10 µM;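 active = z-score above 3 at both the 24 hr and the 30 hr optical density reads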;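 also: z-score against mean and SD of all compound wells on the same plate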
INS promoter inh: inhibitors of insulin promoter-driven GFP, primary screen, imaging, TRM-6 cells (human fetal islet line), eGFP reporter, cell count | reporter expression induced with tamoxifen | inhibition, % at 2 µM | hit rate 0.9% among 130,000;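 active = inhibition above the mean plus 3 SD, with well images judged a real hit on visual review, cut at about 60% in these data, passing the limit was not always enough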
sdo1 growth Rescue 24 h: also measured in sdo1 growth; calls as there; z-score; S. cerevisiae sdo1-depleted JHY4D growth rescue, OD600; measured here: growth rescue at 24 h;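 0 is the plate mean of compound wells and units are plate SD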
The depositor's hits bear a star; . = not tested or not shown.

mol	sdo1 growth	sdo1 growth Rescue 24 h	INS promoter inh
Cc1ccc(NC(=O)/C(C#N)=C/c2cc(C)n(-c3ccc(N4CCOCC4)c([N+](=O)[O-])c3)c2C)c(C)c1	-1.15	-0.65	35.5
CCCn1ncc(OC)c(Cl)c1=O	1.5	0.69	22.6
CC(N)c1ccc(Cl)cc1Cl (stereo not given)	0.22	-0.6	.
Nc1c2c(nc3ccc(Br)cc13)N(Cc1ccccc1)CC2	0.78	1.03	69.2*
Cc1cc(/C=C(\C#N)C(=O)Nc2ccccc2)c(C)n1-c1ccc2c(c1)OCO2	-0.06	0.27	7.4
CN(C)S(=O)(=O)c1cccc(-c2cn3ccccc3n2)c1	-0.67	-0.32	.
COC(=O)c1ccc(COc2ccc3c4c(c(=O)oc3c2)CCC4)o1	0.9	1.28	-14.7
O=C1NC2(CCCCC2)C(=O)N1c1ccccc1	-0.3	-0.32	33.3
COc1cccc(/C=N/NC(=O)CNC(=O)c2ccc(S(=O)(=O)N3CCOCC3)cc2)c1OC	1.1	0.56	.
CCN1C(=O)C2(C(C#N)=C(N)Oc3n[nH]c(-c4ccccc4)c32)c2ccccc21 (stereo not given)	1.54	1.74	-15.6
Nc1nnnn1/N=C/c1ccc(O)cc1	0.98	0.43	.
CCOC(=O)C1(CCCc2ccccc2)CCN(CC(O)CO)CC1 (stereo not given)	.	.	41.7
Cc1cc2c(nn1)CCc1nonc1-2	0.98	0.37	0.0
Nc1c(C(=O)OCC2CCCO2)c2nc3ccccc3nc2n1C1CCCC1 (stereo not given)	-1.26	-0.45	-78.6
COc1ccccc1NC(=O)N(CCN1CCCC1)Cc1cc2cc(C)ccc2[nH]c1=O	.	.	-44.4
COc1ccccc1NC(=O)C(Sc1ccccc1)c1ccccc1 (stereo not given)	-0.33	-0.12	14.3
CN1C(=S)N(c2cccnc2)C(=O)/C1=C\c1ccc(C(C)(C)C)cc1	.	.	-8.3
O=C(Nc1ccccc1)N(Cc1ccccc1)C1=NCCS1	-0.31	-0.16	-24.3
Cc1ccc(S(=O)(=O)C2(C(=O)N3CCN(C4CCCCC4)CC3)CC2)cc1	-0.15	-0.36	14.3
CCn1c(C)c(C(C)=O)c(N2CCN(C(=O)c3ccco3)CC2)nc1=S	0.58	-0.18	9.6
O=C(CSc1nnc(-c2ccccc2)n1C1CCCCC1)Nc1ccc(S(=O)(=O)Nc2ccccn2)cc1	1.49	0.44	-31.6
CC(C)n1nc(C(=O)Nc2nnc(SCc3c(Cl)cccc3Cl)s2)c2ccccc2c1=O	1.08	1.15	-41.9
CCC(=O)N1C(C(=O)O)CSC1c1ccc(OC)cc1 (stereo not given)	0.93	3.01	.
COc1cc(C(=O)N2CC(C)OC(C)C2)c([N+](=O)[O-])cc1OC (stereo not given)	0.17	-0.15	-11.1
CCCn1nc2cc(C(=O)NCC34CC5CC(CC(C5)C3)C4)ccc2c1OCC	-0.81	1.11	.
O=C(NC1CCCC1)C(c1cccnc1)N(C(=O)c1csnn1)C1CCCC1 (stereo not given)	1.22	2.6	-128.6
CCOC(=O)c1c(NC(=O)COC(=O)c2ccncc2)sc(C)c1C	.	.	20.0
CC1CCCC(NC(=S)NC(=O)c2cncc(Br)c2)C1C (stereo not given)	-0.89	1.52	-11.1
Cc1ccc(OCC(=O)N/N=C/c2cn(Cc3ccccc3)c3ccccc23)cc1	-1.17	-0.88	-42.4
COc1ccc(S(=O)(=O)Nc2ccccc2SC)cc1C	5.13	1.06	0.0
N#Cc1c2n(c3c(=S)nc[nH]c13)CCCCC2	0.92	0.86	10.8
Cc1ccc(S(=O)(=O)n2nc(C)cc2C)cc1	0.6	1	25.0
O=C(C1CCC1)N1CCc2cc(S(=O)(=O)NCc3ccccn3)ccc21	-0.45	-1.67	4.1
CCOc1cc(N2CCOCC2)c(OCC)cc1NC(=O)CSc1n[nH]c(N)n1	.	.	50.0
N#Cc1c(SCC(N)=O)nc(-c2ccccc2)c2c1CCCC2	-1.11	-0.52	.
O=C(NCCn1ccc2ccccc21)c1ccc(S(=O)(=O)N2CCOCC2)cc1	1.03	0.58	.
O=C(c1cc(-c2ccccc2)nc2ccccc12)N1CCN(c2ccccn2)CC1	-1.35	-1.27	-93.8
O=C(CNC(=O)c1cccc(Br)c1)N/N=C/c1ccc[nH]1	.	.	22.2
O=C(Nc1ccc2c(c1)OCO2)c1cccc(F)c1	0.3	-0.08	40.0
Cc1cc2c(=O)n(Cc3ccco3)c(SCC(=O)c3ccc(Cl)s3)nc2s1	-1.86	-1.47	-95.0
COc1ccc(CCNC(=O)Cn2cc(C(F)(F)F)cc(Cl)c2=O)cc1	0.16	-0.32	38.5
CCCn1c(C)cc(C(=O)COC(=O)c2cc(S(=O)(=O)NCC(C)C)c(Cl)cc2Cl)c1C	0.24	0.9	-5.7
CC(=O)N1CCN(c2ccc(S(C)(=O)=O)cc2[N+](=O)[O-])CC1	.	.	25.0
CC(=O)N1N=C(c2ccco2)CC1c1ccc(C)cc1 (stereo not given)	1.03	1.07	-10.0
COc1ccc(-n2c(SCc3ccc([N+](=O)[O-])cc3)nnc2-c2ccc(C)cc2)cc1	-0.46	0.3	.
Fc1ccccc1COc1ccc(/C=N/NC(=S)NCc2ccccc2)cc1	-0.94	-0.5	-6.7
CC1CCc2nn(CC(=O)NCc3ccc4c(c3)OCO4)cc2C1 (stereo not given)	-0.42	-0.76	0.0
O=C(/C=C/c1ccco1)NCc1ccc2c(c1)OCO2	.	.	29.4
COc1ccc(-c2nc(SC(CC(=O)NCc3ccccc3)c3ccc(OC)c(OC)c3)n[nH]2)cc1 (stereo not given)	0.05	-0.08	.
COc1ccc(-n2c(C)cc(C(=O)CSc3nnc(-c4ccoc4C)n3C)c2C)cc1	-1.38	-1.36	.
C=C(C)CC1N(c2cccc(OC)c2)C(=O)C2C(C(=O)O)C3C=CC21O3 (stereo not given)	0.49	0.33	.
COc1ccccc1C(=O)NNC(=O)c1nn(Cc2ccccc2)c(=O)c2ccccc12	.	.	80.5*
O=C(COC(=O)CCSc1ccc(Cl)cc1)NCc1ccc(Cl)cc1	0.67	1.08	.
CCOC(=O)C1CN(S(=O)(=O)c2ccc(OC)cc2)c2cc(S(=O)(=O)CC)ccc2O1 (stereo not given)	-0.7	-0.89	-17.9
Cc1ccc(OCCNC(=O)c2cccc(Oc3ccc(C(F)(F)F)cc3[N+](=O)[O-])c2)cc1	0.21	0.4	.
COc1ccccc1NC(=O)NC(=O)N(C(C)C)S(C)(=O)=O	0.14	0.16	37.5
C1=Nc2c(Nc3ccccc3)ncnc2Oc2ccccc21	-0.74	-0.96	.
CCOC(=O)Nc1ccc(C(=O)Oc2ccccc2)c(O)c1	-0.46	-0.41	16.7
Cc1c(Cl)cccc1NC(=S)NCCC(c1ccccc1)c1ccccc1	-1.23	-0.78	-6.2
CC(C)(C)N1CC(c2nc3ccccc3n2Cc2ccc(F)cc2)CC1=O (stereo not given)	0.06	-0.75	-80.0

A different layout for some results above.
> CC(C)(C)N1CC(c2nc3ccccc3n2Cc2ccc(F)cc2)CC1=O (stereo not given)
  sdo1 growth: 0.06
  sdo1 growth Rescue 24 h: -0.75
  INS promoter inh: -80.0
> COc1ccc(-n2c(SCc3ccc([N+](=O)[O-])cc3)nnc2-c2ccc(C)cc2)cc1
  sdo1 growth: -0.46
  sdo1 growth Rescue 24 h: 0.3
  INS promoter inh: .
> C=C(C)CC1N(c2cccc(OC)c2)C(=O)C2C(C(=O)O)C3C=CC21O3 (stereo not given)
  sdo1 growth: 0.49
  sdo1 growth Rescue 24 h: 0.33
  INS promoter inh: .

A different layout for some results above.
CCOc1cc(N2CCOCC2)c(OCC)cc1NC(=O)CSc1n[nH]c(N)n1
  sdo1 growth: .
  sdo1 growth Rescue 24 h: .
  INS promoter inh: 50.0

N#Cc1c(SCC(N)=O)nc(-c2ccccc2)c2c1CCCC2
  sdo1 growth: -1.11
  sdo1 growth Rescue 24 h: -0.52
  INS promoter inh: .

O=C(NCCn1ccc2ccccc21)c1ccc(S(=O)(=O)N2CCOCC2)cc1
  sdo1 growth: 1.03
  sdo1 growth Rescue 24 h: 0.58
  INS promoter inh: .

O=C(c1cc(-c2ccccc2)nc2ccccc12)N1CCN(c2ccccn2)CC1
  sdo1 growth: -1.35
  sdo1 growth Rescue 24 h: -1.27
  INS promoter inh: -93.8

(list continues)
mol	sdo1 growth	sdo1 growth Rescue 24 h	INS promoter inh
Cc1ccc(S(=O)(=O)c2c(C)cc(C)nc2N2CCOCC2)cc1	.	.	0.0
CC1(C)CC(=O)c2cnc(NC(=O)Cc3ccc(Cl)cc3)nc2C1	0.27	0.75	-150.0
O=C(NCC(=O)N(CC1CCCO1)C(C(=O)NC1CCCCC1)c1ccccc1)c1cccs1 (stereo not given)	0.12	-0.11	-76.7
CCn1c(SCC(=O)Nc2nc(-c3ccccc3)cs2)nnc1-c1ccccc1	-0.79	0.24	.
CC(/C=C1\SC(=S)N(CCCC(=O)Nc2ccc(C(=O)O)cc2)C1=O)=C\c1ccccc1	-0.13	0.21	0.0
CN1C(=O)/C(=C/c2ccco2)SC1=Nc1ccc(N2CCOCC2)cc1	0.65	1.22	31.2
CC(C)(C)c1ccc(S(=O)(=O)N2CCCC2C(=O)N2CCOCC2)cc1 (stereo not given)	.	.	-53.5
CN(C)S(=O)(=O)c1ccc(NC(=O)Cn2c(-c3ccccc3)noc2=O)cc1	0.45	0.05	3.1
Cc1onc(-c2c(F)cccc2Cl)c1C(=O)Nc1cccc2nsnc12	-0.2	-0.8	50.0
CCN1C(=O)C(CC(=O)Nc2c(C)cccc2C)SC1=Nc1ccc(S(N)(=O)=O)cc1 (stereo not given)	0.08	-0.05	-375.0
CC(C)C(NS(=O)(=O)c1cccs1)C(=O)NCc1ccc2c(c1)OCO2 (stereo not given)	0.14	0.34	.
CCOP(=O)(c1ccc(N(C)C)cc1)C(O)c1c(Cl)cccc1Cl (stereo not given)	-0.28	-0.61	13.6
CC(=O)Nc1ccc(C(=O)NCC(=O)OCc2c(F)cccc2Cl)cc1	.	.	47.1
O=C(/C(=C/O)N=Nc1ccccc1)c1cccs1	.	.	42.9
COC(=O)c1c(NC(=O)CSc2n[nH]c(N)n2)sc(C)c1C	0.66	0.3	.
O=c1c2ccccc2nnn1CSc1ccccc1F	0.17	0.12	-6.7
Cc1ccc(CC2(O)CC(C)N(C)CC2C)c(C)c1 (stereo not given)	0.96	1.15	13.8
Cc1ccnc2nc(C(=O)Nc3nnc(CC(C)C)s3)nn12	-0.3	-0.15	.
COc1ccc(NC(=O)/C(Cl)=C(/Cl)S(=O)(=O)Cc2ccccc2)cn1	-1.96	-1.51	-63.3
COC(=O)c1ccc2c(=O)n(CCCCCC(=O)NCc3ccc4c(c3)OCO4)c(=O)[nH]c2c1	-1.03	-0.04	0.0
COc1cc(/C=N/NC(=O)C(=O)NCC2CCCO2)ccc1O (stereo not given)	0.34	0.27	6.5
CN(c1ccccc1)c1ccc(/C=N/N2CCOCC2)cc1	-0.49	-1.14	-12.5
Cc1cccc(OCC(=O)Nc2ccc3c(c2)OCCO3)c1	-1.24	-1.49	-6.7
CCC(C)(C)NC(=O)C(c1cccnc1)N(C(=O)c1csnn1)c1ccc(C)cc1 (stereo not given)	.	.	-5.3
c1ccc(CCc2ccccc2-c2nc(-c3ccccn3)no2)cc1	-1.2	-0.81	37.1
CC(C)(C)NC(=O)NC(=O)COC(=O)CCCc1c[nH]c2ccccc12	-0.9	-1.06	3.6
O=C1CC(c2ccccc2)C(=O)N1c1cccc(O)c1 (stereo not given)	1.18	1.45	-206.2
O=C1N/C(=N\c2ccccn2)SC1Cc1ccc(Cl)cc1 (stereo not given)	.	.	-450.0
CC(C)Cc1nnc(NC(=O)CCN2C(=O)c3ccccc3C2=O)s1	0.03	-0.23	.
CCOC(=O)c1nnn(-c2nonc2N)c1-c1cccs1	0.33	0.27	-10.0
CC(C)Cn1c(N)c(C(=O)COC(=O)c2ccc3ccccc3n2)c(=O)n(C)c1=O	-0.63	-0.97	.
Cc1ccc2cc(C3CC(c4ccco4)=NN3C(=O)CCC(=O)O)c(Cl)nc2c1 (stereo not given)	0.11	-0.46	.
OC1(C#CCN2CCOCC2)CCCCC1	.	.	30.0
COc1ccc(NC(=O)c2oc3ccccc3c2NC(=O)COc2ccccc2OC)c(OC)c1	-1.42	0.26	37.5
CCCC1=C(C(=O)OCC)C(c2cccs2)C(C#N)=C(N)O1 (stereo not given)	-0.72	-0.75	-29.0
Cn1nc(C(C)(C)C)c([N+](=O)[O-])c1C(=O)Nc1ccccc1	-0.73	-0.7	-7.1
Cc1ccc(-n2nc(C)c(NC(=O)CCl)c2C)cc1	1.14	0.45	.
Cc1noc(C)c1C(=O)NCCCc1ccccc1	0.22	-0.57	28.1
Cc1cc(C)c2c(C)c(C(=O)Nc3c(C)n(C)n(-c4ccccc4)c3=O)oc2c1	-0.41	-0.09	.
CC(C)OC(=O)CSc1nc2cccnc2n1C1CCCCC1	0.02	0.08	8.1
CCN1CCN(c2nc3c(C)cccn3c(=O)c2/C=C(\C#N)S(=O)(=O)c2ccc(C)cc2)CC1	-0.24	-0.05	35.7
Cc1nc(Nc2ccccc2Cl)sc1C(=O)Nc1ccccc1	-0.96	-0.76	.
CCCCC(O)(CCCC)C(=O)NN(C(=O)OC)c1ccccc1	0.31	0.17	-33.3
Cc1nc([N+](=O)[O-])c(Br)n1CC(=O)c1ccc(Cl)cc1	0.47	0.83	68.8*
